Screening data deposited in PubChem by several laboratories.
NR2E3 ag-1 – activates human photoreceptor nuclear receptor NR2E3; GST-NR2E3/biotin-RetCOR TR-FRET, 1536-well; AID 2300; inhibition of corepressor binding, % at 4.78 µM; Q9Y5X4; hit rate 0.12% among 320,000;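 active = percent inhibition above the cutoff of mean plus 3 SD of all tested compounds, set per screening campaign, cut at about 20% in these data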;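 also: 0% = DMSO wells and 100% = biotin wells as full block of FRET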
Target sequence (Q9Y5X4 whole entry, looked up): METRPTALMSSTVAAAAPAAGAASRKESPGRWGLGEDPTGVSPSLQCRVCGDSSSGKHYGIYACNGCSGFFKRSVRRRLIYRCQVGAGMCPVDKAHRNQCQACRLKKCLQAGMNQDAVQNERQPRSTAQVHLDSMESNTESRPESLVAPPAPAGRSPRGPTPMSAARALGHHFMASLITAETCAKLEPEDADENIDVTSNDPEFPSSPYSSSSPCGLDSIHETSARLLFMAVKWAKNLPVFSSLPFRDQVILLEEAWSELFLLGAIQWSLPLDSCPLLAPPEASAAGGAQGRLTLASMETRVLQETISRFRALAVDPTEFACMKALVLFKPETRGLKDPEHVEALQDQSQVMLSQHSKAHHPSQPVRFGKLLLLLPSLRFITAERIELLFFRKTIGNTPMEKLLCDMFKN
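Test system – NR2E3–RetCOR corepressor complex · Quantity – NR2E3 fusion 1.35 nM · Buffer or medium – Tris pH 7.5 · Incubation – Compound–protein incubation for 5 h at 4 °C · Technique – TR-FRET, Eu(K)-anti-GST donor, streptavidin-D2 acceptor, ex 340, em 617/671 nm · Evaluation – percent inhibition of 671/617 nm emission ratio versus biotin and DMSO controls · Plate – 1536-well format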
iPSC survival up – increases survival of single human iPS cells | AID 602274 | hit rate 0.044% among 360,000 | survival enhancement, % at 20 µM | hiPSC single-cell survival, ATPlite luminescence; 100% = ROCK inhibitor wells, 0% = DMSO; in the data active = survival enhancement above about 18%;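 also: cells exposed to compounds for 16 hours before the ATP read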
TWEAK-Fn14 inh – TWEAK-Fn14 signaling inhibition | TWEAK-stimulated Fn14 reporter cells, luciferase luminescence, 8 h | inhibition, % at 10 µM | hit rate 2% among 360,000 | AID 1159606; in the data active = inhibition above about 50%
Peg3 prom inh – Peg3 promoter activity inhibition; inhibition, % at 20 µM; hit rate 1.7% among 360,000; HeLa PEG-Prom luciferase reporter, luminescence, overnight;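 active = inhibition of at least 50% at 20 µM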
HIF-2a block – HIF-2a inhibition | 786-0 RCC cells HIF-2a reporter, luciferase luminescence, overnight | inhibition, % at 18.8 µM | AID 624352 | hit rate 0.72% among 360,000;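 active = inhibition of the luminescence signal of 40% or more relative to plate controls, in a single-dose primary screen at 18.75 µM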
KKLEB cytotox – counter-screen for CF NF-kB inhibitors: cytotoxicity; KKLEB CF airway cells viability, ATPlite luminescence, overnight; hits give low values; cells stimulated with P. aeruginosa culture filtrate; activity change (cytotoxicity), % at 5 µM; hit rate 0.36% among 360,000; AID 602141;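 active = corrected activity change at or below -50% at 5 µM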
TRPM1 prom inh – reduces MITF-dependent TRPM1 promoter luciferase signal; SK-MEL-5 TRPM1 promoter luciferase, 24 h; hit rate 0.83% among 330,000; inhibition, % at 12.5 µM; AID 488899;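 active = mean inhibition across replicates of 60% or more, whatever share of single replicates reaches that level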; also: values of inactives mirror those of a sister screen read the other way
NR2E3 ag-2 – agonists of human NR2E3 nuclear receptor; Q9Y5X4; inhibition of corepressor binding, % at 3.98 µM; AID 602229; CHO-S Gal4-NCOR/VP16-NR2E3 two-hybrid, luciferase; hit rate 0.35% among 360,000;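 active = inhibition above the mean of all tested compounds plus 3 SD, cut at about 70% in these data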;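 also: 0% = DMSO with NR2E3 transfected cells and 100% = cells lacking NR2E3 construct; higher means lower luciferase signal from less NR2E3 corepressor binding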
aDG glyco up – increases alpha dystroglycan glycosylation | Pro5-aDG cells, alpha-DG glycosylation AlphaScreen (IIH6); 0% Pro5, 100% B10-LARGE cell signal | activation, % at 10 µM | hit rate 0.22% among 360,000;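 active = activation of at least 8% versus controls, or a plate z-score of at least 8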;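 also: Pro5 are CHO cells carrying HIG-tagged alpha-DG that lacks glycosylation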
Shn3 3UTR inh – inhibitors of Schnurri-3 3'UTR reporter in osteoblasts; inhibition, % at 12.5 µM; Clone20 osteoblast Shn3 3'UTR firefly luciferase, 24 h; hit rate 0.52% among 360,000;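 active = mean inhibition of at least 75% with every replicate also reaching 75%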;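 also: 0% = median of neutral control wells and 100% = pilot-screen positive control compound; some compounds past the cut are filed as inactive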
CF NFkB inh – blocks PAF-induced NF-kB reporter in cystic fibrosis cells | hit rate 0.86% among 360,000 | KKLEB NF-kB-GFP reporter, GFP fluorescence overnight | AID 588850 | inhibition, % at 5 µM;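 active = at least 50% inhibition at 5 µM, scaled per plate between neutral and stimulator controls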;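 also: PAF is a Pseudomonas aeruginosa culture filtrate used as stimulus; plate controls were PAF-stimulated DMSO wells for no effect and unstimulated DMSO wells for full effect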
The depositor's hits bear a star; / = not tested or not shown.

| # | molecule | KKLEB cytotox | iPSC survival up | Shn3 3UTR inh | NR2E3 ag-1 | TRPM1 prom inh | aDG glyco up | Peg3 prom inh | CF NFkB inh | HIF-2a block | NR2E3 ag-2 | TWEAK-Fn14 inh |
| --- | --- | --- | --- | --- | --- | --- | --- | --- | --- | --- | --- | --- |
| 1 | ONC(=Nc1ccccc1Cl)c1c(F)cccc1F | 8 | -0.6 | 14 | 2 | -46 | 0.0 | 11 | -2 | 20 | -12 | 10 |
| 2 | CC(=O)Nc1ccc(S(=O)(=O)N2CCN(c3ccc(C)c(Cl)c3)CC2)cc1 | 18 | 3.0 | 13 | 3 | / | -0.3 | 20 | -36 | -10 | 4 | -8 |
| 3 | O=C(Cn1ccc([N+](=O)[O-])n1)NCCc1c[nH]c2ccccc12 | 10 | -0.4 | 7 | -1 | 3 | -0.1 | 0 | 5 | 18 | -18 | 16 |
| 4 | CC(C)CN1C(=O)c2ccc(C(=O)NCc3ccccn3)cc2C1=O | -9 | 0.2 | -8 | 4 | 5 | 0.0 | 5 | 10 | 11 | -2 | 12 |
| 5 | Cc1ccccc1OCC(=O)Nc1ccc([N+](=O)[O-])cc1 | 5 | -0.3 | -35 | 1 | -23 | 0.0 | -57 | -23 | -122 | 3 | -6 |
| 6 | COc1cc(SC)ccc1C(=O)Nc1ccncc1 | 9 | 2.1 | -6 | 8 | 6 | 0.3 | -71 | -9 | -84 | -15 | -15 |
| 7 | CCOCCCNC(=O)c1cn(CC)c2ccc(S(=O)(=O)N(C)C3CCCCC3)cc2c1=O | -4 | 0.1 | 7 | 4 | 11 | -0.2 | 18 | 1 | 15 | 11 | -12 |
| 8 | Cc1ccc(C)c(OCc2ccc(C(=O)NN)o2)c1 | 0 | -0.4 | 8 | 2 | -8 | -0.1 | -2 | -18 | 40* | -19 | 34 |
| 9 | CC(=O)c1ccc(NC2CC(O)C(O)CO2)cc1 (stereo not drawn) | 6 | -0.5 | 5 | 1 | -2 | -0.2 | 0 | -8 | 13 | -2 | 10 |
| 10 | CCOC(=O)[C@H]1[C@H]2COc3ccc(Br)cc3[C@@H]2N2C(=O)CN(C)C(=O)[C@@]12C | 7 | 4.9 | -5 | / | -15 | -0.2 | 3 | 5 | -17 | 6 | -4 |
| 11 | Cc1ccccc1OCCOC(=O)c1cc(S(=O)(=O)N2CCOCC2)ccc1C | 2 | 1.7 | 6 | / | / | 0.0 | 4 | -15 | 13 | 10 | -29 |
| 12 | O=c1[nH]c2ccccc2nc1/C=C/c1ccc(F)cc1 | -7 | -1.1 | -27 | 0 | -45 | -0.5 | -206 | -6 | -161 | -104 | 7 |
| 13 | COc1ccc(CNC(=S)NCc2ccc(F)cc2)cc1OC | 5 | -0.6 | 25 | 2 | -5 | 0.7 | 15 | -8 | 8 | -6 | 28 |
| 14 | CCn1c(C)nc2cc(C(=O)N/N=C/c3ccccc3C)ccc21 | 13 | -0.9 | -23 | 1 | -32 | -0.3 | -205 | -23 | -146 | -51 | 18 |
| 15 | C/C(=N\NC(=O)c1cc(-c2ccco2)nc2ccccc12)c1cccnc1 | -3 | -2.3 | -16 | 5 | -2 | -0.1 | -14 | 10 | 1 | 5 | 1 |
| 16 | CCN(c1ccccc1)S(=O)(=O)c1ccc(OC)c(NC(=O)COc2ccc(C(C)=O)cc2)c1 | -12 | 0.0 | 0 | -4 | 11 | 0.1 | -4 | 10 | 9 | -40 | 8 |
| 17 | OC(CNc1ccnc2cc(Cl)ccc12)CNC1CCCCC1 (stereo not drawn) | -4 | -3.8 | 44 | / | 91* | 0.8 | 100* | -7 | -30 | -12 | -76 |
| 18 | CN(CCO)c1ncnc2nc[nH]c12 | 5 | -0.1 | 16 | -3 | 9 | 0.0 | 4 | -2 | 3 | -23 | 9 |
| 19 | COC(=O)c1ccc(-n2cc(-c3ccc(OC)cc3)[nH]c2=S)cc1 | 5 | 1.4 | 21 | 2 | -5 | -0.1 | -18 | -3 | -27 | -24 | -45 |
| 20 | COc1ccc(OC)c(C(=O)CN2C(=O)C(=O)N(C3CCCC3)C2=O)c1 | 12 | 3.7 | -27 | / | -11 | -0.3 | -4 | -5 | -9 | -7 | -2 |
| 21 | c1ccc2scnc2c1 | 6 | 0.5 | -7 | / | 0 | -0.2 | -16 | -8 | 10 | 11 | -5 |
| 22 | COc1ccc(Cc2c(-c3ccc(C)cc3)nc3c(C)cc(Br)cn23)c(C)c1 | 0 | 0.6 | -7 | / | / | -0.3 | 22 | 25 | -29 | 5 | 8 |
| 23 | O=C(CCCCCBr)N1CCC(CC2CC(c3cccc(Br)c3)=NO2)(C(=O)NCC2CCCCC2)CC1 (stereo not drawn) | -15 | -1.5 | -6 | -4 | -11 | 0.4 | -1 | -2 | 15 | -17 | -18 |
| 24 | Cc1oc2c(C)c(O)ccc2c(=O)c1-c1nncn1-c1ccccc1 | 8 | 2.6 | 7 | 0 | 15 | -0.2 | 7 | 3 | 10 | -21 | 9 |
| 25 | COC(=O)c1sc(Nc2ccccc2)nc1C | -4 | 0.2 | -97 | -1 | -78 | 0.5 | -185 | -1 | -297 | -67 | 1 |
| 26 | C[C@H](CO)N1C[C@H](C)[C@@H](CN(C)S(=O)(=O)c2ccccc2)Oc2ccc(NC(=O)Cc3ccccc3)cc2C1=O | 0 | -0.9 | 29 | / | 6 | -0.2 | 10 | -4 | 8 | -2 | -5 |
| 27 | CCOc1ccccc1N1CC(C(=O)NCCc2ccc(S(N)(=O)=O)cc2)CC1=O (stereo not drawn) | 2 | 1.2 | -5 | -1 | 0 | 0.0 | 10 | -4 | 12 | 1 | 3 |
| 28 | O=C(Nc1ccccc1[N+](=O)[O-])c1ccc(S(=O)(=O)N2CCCC2)cc1 | 0 | 1.3 | 7 | 4 | 15 | -0.6 | 15 | 4 | -28 | -17 | -8 |
| 29 | Cc1nc2oc3ccc(Cl)cc3c(=O)c2cc1C(=O)O | 3 | 1.2 | 5 | 2 | 5 | 0.0 | -61 | 9 | -141 | -37 | -15 |
| 30 | Cc1ccc(NC(=O)c2cn(CCC#N)nc2-c2cccs2)c([N+](=O)[O-])c1 | 9 | 1.3 | -21 | 0 | -14 | -0.2 | 1 | -7 | 4 | -10 | -16 |
| 31 | Cc1sc2nc(SCC(=O)N3CCN(CCO)CC3)n(-c3ccccc3)c(=O)c2c1C | 6 | 3.5 | 12 | 3 | 6 | 0.3 | 12 | -10 | 15 | -18 | 17 |
| 32 | CCOC(=O)C1(C)CCN1C(=O)c1ccc2ccccc2c1 (stereo not drawn) | -5 | -0.9 | -19 | / | / | 0.1 | -64 | -6 | -95 | -29 | -17 |
| 33 | COc1cc(C(=O)N(CCc2ccccc2)C2=CC3CCC(C2)N3C)cc(OC)c1OC (stereo not drawn) | 1 | -0.5 | 1 | -2 | 3 | -0.1 | 5 | -14 | 11 | 5 | 3 |
| 34 | Nc1ccc(N2CCCCC2)c2nonc12 | -19 | -0.4 | 10 | 43* | -1 | -0.1 | -18 | 1 | -33 | -43 | 4 |
| 35 | CC(=O)Nc1ccc(NC(=O)COC(=O)c2cc(S(=O)(=O)N(C)C)ccc2N2CCCC2)cc1 | -4 | -0.4 | 0 | -1 | 0 | 0.0 | 0 | 15 | -13 | -23 | -34 |
| 36 | CCCC(=O)Nc1cccc(-c2cn3cccnc3n2)c1 | 0 | 0.5 | -12 | 3 | -14 | -0.1 | -41 | -9 | -26 | 2 | -22 |
| 37 | COc1ccc(C(=O)c2[nH]c(N)c(C(=O)NCCc3c[nH]c4ccccc34)c2-c2ccccc2Br)cc1 | / | -0.5 | / | / | / | -0.1 | / | / | -4 | -27 | 32 |
| 38 | CC(C(=O)N1c2ccccc2Sc2ccccc21)n1nnc(-c2cccs2)n1 (stereo not drawn) | -3 | -1.7 | 12 | 1 | 0 | 0.0 | 19 | 10 | 28 | -13 | -8 |
| 39 | COc1ccc(NC(=O)C2=C(C)C(=O)OC23CCC(C)CC3)cc1Cl (stereo not drawn) | 0 | 3.6 | 3 | -7 | -1 | 0.2 | 19 | -2 | 5 | -7 | 4 |
| 40 | CCOc1cc(-c2cc(-c3ccc(C)o3)nc(N)c2C#N)ccc1O | 5 | 0.2 | 27 | -2 | 6 | -0.2 | 16 | -6 | -8 | -18 | 39 |
| 41 | Fc1cc(F)c2nc(Nc3nc4cc5c(cc4s3)OCO5)sc2c1 | -14 | -3.1 | -80 | 4 | -32 | 0.2 | -175 | -22 | -290 | -73 | -22 |
| 42 | CC(NC(=O)[C@H](C)N1C(=O)N2CCc3c([nH]c4ccccc34)[C@@]2(C)C1=O)c1ccccc1 (stereo partly drawn) | 5 | 1.7 | -3 | 1 | 8 | -0.1 | -2 | -13 | 20 | -25 | -6 |
| 43 | O=C(NC1CCCCCC1)c1c(O)nc2sccn2c1=O | 5 | 0.9 | -1 | 0 | -7 | 0.6 | 23 | 4 | -16 | -46 | 2 |
| 44 | CNC(=S)Nc1cccc2[nH]ncc12 | 0 | -0.1 | -11 | 1 | 4 | -0.1 | 7 | 8 | 14 | -4 | 2 |
| 45 | N#CC1(NC(=O)Cn2ncc(Cl)c(Cl)c2=O)CCCCC1 | 3 | 0.2 | 24 | 3 | 49 | -0.1 | 93* | 81* | 87* | 17 | 78* |
| 46 | COC(=O)COc1ccc(S(=O)(=O)N2CCc3ccccc3C2)cc1C | 9 | -2.2 | -24 | 1 | 2 | -0.1 | 16 | -13 | 76* | 9 | -31 |
| 47 | COc1ccc(N2CC(C(=O)NC3CC(C)(C)NC(C)(C)C3)CC2=O)cc1 (stereo not drawn) | 13 | -0.2 | -2 | 1 | 5 | 0.4 | 6 | 14 | 8 | 9 | -4 |
| 48 | Nc1ccc(-c2cc3ccccc3c(=O)o2)cc1 | 12 | -1.1 | 38 | / | 74* | -0.3 | -45 | -47 | 82* | 10 | 50 |

Record cards, as listed above. Order of values: KKLEB cytotox, iPSC survival up, Shn3 3UTR inh, NR2E3 ag-1, TRPM1 prom inh, aDG glyco up, Peg3 prom inh, CF NFkB inh, HIF-2a block, NR2E3 ag-2, TWEAK-Fn14 inh
Shown for `COc1ccc(NC(=O)C2=C(C)C(=O)OC23CCC(C)CC3)cc1Cl` (stereo not drawn) : 0, 3.6, 3, -7, -1, 0.2, 19, -2, 5, -7, 4
Shown for `CC(=O)Nc1ccc(NC(=O)COC(=O)c2cc(S(=O)(=O)N(C)C)ccc2N2CCCC2)cc1` : -4, -0.4, 0, -1, 0, 0.0, 0, 15, -13, -23, -34
Shown for `CCOC(=O)C1(C)CCN1C(=O)c1ccc2ccccc2c1` (stereo not drawn) : -5, -0.9, -19, /, /, 0.1, -64, -6, -95, -29, -17
Shown for `Cc1nc2oc3ccc(Cl)cc3c(=O)c2cc1C(=O)O` : 3, 1.2, 5, 2, 5, 0.0, -61, 9, -141, -37, -15
Shown for `Cc1sc2nc(SCC(=O)N3CCN(CCO)CC3)n(-c3ccccc3)c(=O)c2c1C` : 6, 3.5, 12, 3, 6, 0.3, 12, -10, 15, -18, 17
